Assay outcomes: PubChem BioAssay, several laboratories
TRPC4 agonist = TRPC4 (mouse) channel activation; Q9QUQ5; HEK293 TRPC4beta/mu-opioid, Fluo4 calcium fluorescence; stronger effect = higher value; B-score at 10 µM; 310,000 compounds, 0.49% hits; AID 2237;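 active = B-score above 5 SD of library B-scores, and initial fluorescence ratio not above library mean plus 5 SD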;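 also: positive B-score marks a calcium rise read as TRPC4 activation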
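Assay system: HEK293 stable line with TRPC4beta plus mu-opioid receptor; schedule: 45 min room-temperature Fluo4 loading, 110 s read; technique: kinetic Fluo4 calcium fluorescence; evaluation: integrated baseline-normalised fluorescence ratio, converted to per-well B score; controls: buffer (low) and maximal DAMGO (high)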
ANO1 block = blocks the mouse calcium-activated chloride channel TMEM16A; AID 588511; 310,000 compounds, 1.2% hits; Q8BHY3; normalized B-score (activity score, 25-100; higher = stronger inhibition) at 10 µM; HEK293 TMEM16A/YFP iodide influx fluorescence, ionomycin;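 active = ratio plate-corrected score three or more library SD toward inhibition, starting fluorescence score within five deviations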;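 also: score derived from kinetic fluorescence span divided by baseline fluorescence per well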
TRPC6 inh = blocks the mouse TRPC6 cation channel; Q61143; HEK293-TRPC6, membrane potential dye, ACh-evoked depolarization; stronger effect = lower value; B-score at 10 µM; 310,000 compounds, 1.1% hits; AID 2553;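 active = B-score under library mean minus 3 SD, initial fluorescence not abnormally high, positive integrated signal ratio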;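 also: B-score derived from integrated fluorescence ratio over the kinetic read; more negative B-score means stronger inhibition of depolarization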
Target sequence (Q61143 whole entry, looked up): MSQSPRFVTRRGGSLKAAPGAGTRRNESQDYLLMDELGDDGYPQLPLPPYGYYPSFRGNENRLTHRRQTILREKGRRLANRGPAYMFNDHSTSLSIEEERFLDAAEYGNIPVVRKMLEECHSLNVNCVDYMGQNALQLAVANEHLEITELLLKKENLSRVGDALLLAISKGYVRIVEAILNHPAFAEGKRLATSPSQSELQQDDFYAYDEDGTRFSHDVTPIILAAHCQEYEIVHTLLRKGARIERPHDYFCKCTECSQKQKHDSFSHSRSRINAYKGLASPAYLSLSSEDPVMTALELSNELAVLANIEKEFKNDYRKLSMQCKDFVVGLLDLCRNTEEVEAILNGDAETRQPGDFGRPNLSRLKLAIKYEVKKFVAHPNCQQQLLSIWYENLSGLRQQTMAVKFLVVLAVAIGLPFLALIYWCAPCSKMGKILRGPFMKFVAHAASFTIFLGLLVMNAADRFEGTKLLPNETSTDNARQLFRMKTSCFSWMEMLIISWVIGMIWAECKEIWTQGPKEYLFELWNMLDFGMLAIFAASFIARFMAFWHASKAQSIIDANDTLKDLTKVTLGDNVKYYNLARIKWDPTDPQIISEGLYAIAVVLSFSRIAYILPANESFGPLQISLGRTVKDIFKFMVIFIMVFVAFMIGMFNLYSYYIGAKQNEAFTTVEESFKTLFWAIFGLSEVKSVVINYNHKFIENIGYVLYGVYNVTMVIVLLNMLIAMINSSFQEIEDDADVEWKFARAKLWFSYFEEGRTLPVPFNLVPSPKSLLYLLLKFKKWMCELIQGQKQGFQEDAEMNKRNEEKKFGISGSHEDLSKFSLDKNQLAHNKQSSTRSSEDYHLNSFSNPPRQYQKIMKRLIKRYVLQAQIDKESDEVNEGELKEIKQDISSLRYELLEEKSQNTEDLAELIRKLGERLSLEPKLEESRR
SKKanGAS inh = blocks kanamycin growth of S. pyogenes SKKanGAS strain; 300,000 compounds, 1.3% hits; BacTiter-Glo, 6 h; inhibition, % at 7.5 µM;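 active = mean replicate score, as percent of positive control median, at least 50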;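 also: strain carries kanamycin resistance gene driven by streptokinase promoter and grows in 40 µg/ml kanamycin; loss of luminescence reflects streptokinase promoter inhibition or plain growth inhibition; 0% = median of DMSO wells and 100% = positive control at its reference dose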
TRPC4 inh = TRPC4 (mouse) channel inhibition; AID 2247; HEK293 TRPC4beta/mu-opioid, DAMGO-evoked Fluo4 calcium flux; stronger effect = lower value; 300,000 compounds, 0.39% hits; Q9QUQ5; B-score at 10 µM;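 active = B-score over 3 SD under the library average, no early fluorescence shift, positive overall ratio signal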
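Signal: kinetic Fluo4 fluorescence imaging of calcium influx. Material: stable TRPC4beta/mu-opioid receptor HEK293 cells. Probe or stimulus: DAMGO in two steps, submaximal then maximal.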
MrgX1 antag = blocks BAM8-22 activation of human MrgX1 receptor. MRGX1-HEK293 calcium flux, Fluo-4, BAM8-22 antagonism; stronger effect = lower value. 310,000 compounds, 1.3% hits. AID 588676. Q96LB2. B-score at 10 µM;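 active = calcium-response B-score plate-corrected more than 3 library SD below zero, starting fluorescence within 5 deviations, no agonist response on first addition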;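 also: peak minus trough fluorescence over baseline after final BAM8-22 challenge near maximal dose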
ANO1 activ = activators or potentiators of mouse TMEM16A chloride channel. Q8BHY3. B-score at 10 µM. AID 623877. 340,000 compounds, 0.3% hits. HEK293 TMEM16A/YFP-H148Q/I152L, iodide quench fluorescence; stronger effect = lower value;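 active = fluorescence-ratio B-score plate-corrected deviation score at least 3 library SD below zero, with starting fluorescence score within 5 deviations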;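 also: channel opened by trigger with iodide after compound preincubation; score built on the fluorescence ratio of max minus min over baseline; more negative score means more quench and so TMEM16A activation or potentiation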
MrgX1 PAM = allosterically activates human MrgX1 receptor signaling. Q96LB2. MrgX1-HEK293, Fluo-4 calcium flux, FDSS; stronger effect = higher value. B-score at 10 µM. 310,000 compounds, 0.63% hits. AID 588675;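 active = plate-corrected calcium response at least 3 library SD above typical, normal starting fluorescence, not activating the receptor alone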;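 also: compound read alongside a low EC10 to EC30 dose of BAM8-22 agonist; peak minus trough fluorescence over baseline measured at the second addition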
TRPC6 activator = mouse TRPC6 channel activation. B-score at 10 µM. 310,000 compounds, 0.13% hits. HEK293-TRPC6 membrane potential dye fluorescence; stronger effect = higher value. Q61143;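 active = B-score of the integrated fluorescence ratio above library mean plus 3 SD, and starting fluorescence ratio within library mean plus 5 SD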;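 also: higher score means more depolarization so channel activation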
MrgX1 ag = human MrgX1 receptor agonism, primary screen. Q96LB2. MrgX1-HEK293 cells, Fluo-4 calcium fluorescence, agonist mode; stronger effect = higher value. B-score at 10 µM. AID 588627. 310,000 compounds, 0.44% hits;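 active = calcium response B-score plate-corrected fluorescence ratio at least 3 library SD, with starting fluorescence B-score inside 5 SD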
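Test system: HEK293 cells stably expressing human MrgX1 receptor; Input: fifteen thousand cells per well; Dosing: compound delivered in addition one of three; Schedule: overnight seeding, then 1 h dark dye loading; Technique: Fluo-4 NW calcium fluorescence; Measure: B-scored fluorescence response ratio; Controls: positive and negative controls per plate.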
TRPC4 potent = TRPC4 (mouse) allosteric potentiation; Q9QUQ5; HEK293 TRPC4beta/mu-opioid, DAMGO EC20, Fluo-4 Ca2+ flux; stronger effect = higher value; B-score at 10 µM; 310,000 compounds, 0.42% hits; AID 2227;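 active = B-score of calcium response area above 5 SD of library B-scores, with initial fluorescence ratio within 5 SD of library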;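 also: B-score of integrated fluorescence ratio over time as area under calcium response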
* marks the source's active call; other numbers are inactive results; i = inactive; nt = no result given.

SMILES	TRPC4 agonist	ANO1 block	TRPC6 inh	SKKanGAS inh	TRPC4 inh	MrgX1 antag	ANO1 activ	MrgX1 PAM	TRPC6 activator	MrgX1 ag	TRPC4 potent
Cc1cccc(OCC(=O)NCC(=O)N/N=C/c2c(C)[nH]c3ccccc23)c1	i	i	i	-3.1	i	i	i	i	i	i	i
CN(CC(=O)Nc1ccccc1Br)C(=O)CNC(=O)Cc1cccc2ccccc12	i	i	i	-0.9	i	i	i	i	i	i	i
Cc1ccc(S(=O)(=O)N2CCCC2C(=O)NCc2ccncc2)cc1 (stereo not given)	i	i	i	4.5	i	i	i	i	i	i	i
CCCn1c(N2CCC(Cc3ccccc3)CC2)nc2c1c(=O)[nH]c(=O)n2C	i	i	i	1.1	i	i	i	i	i	i	i
CCNC(=S)Nc1ccc(Cl)c(C(F)(F)F)c1	i	i	i	5.7	i	i	i	i	i	i	i
Fc1ccccc1CSc1ncnc2sc3c(c12)CCCC3	i	i	i	-37.9	i	i	i	i	i	i	i
COc1cc(/C=N/n2c(-c3n[nH]c4c3CCC4)n[nH]c2=S)ccc1O	i	i	i	5.1	i	i	i	i	i	i	i
O=C(Nc1nnc(-c2ccco2)o1)c1ccc([N+](=O)[O-])s1	i	i	i	0.8	i	i	i	i	i	i	i
CC(C)c1ccccc1NC(=O)c1cccnc1	i	i	i	-4.9	i	i	i	i	i	i	i
CCOc1ccccc1N(CC(=O)N1CCc2ccccc2C1)S(C)(=O)=O	i	i	i	-3.2	i	i	i	i	i	i	i
O=C(Nc1ncc(S(=O)(=O)c2ccc([N+](=O)[O-])cc2)s1)c1ccccc1F	i	i	i	-12.5	i	i	i	i	i	i	i
Cc1ccc(C(=O)Nc2ncc3c(Cl)cccc3n2)cc1	i	i	i	4.4	i	i	i	i	i	i	i

Rewritten as a markdown table: 2 of the compounds above.
| Structure | TRPC4 agonist | ANO1 block | TRPC6 inh | SKKanGAS inh | TRPC4 inh | MrgX1 antag | ANO1 activ | MrgX1 PAM | TRPC6 activator | MrgX1 ag | TRPC4 potent |
| --- | --- | --- | --- | --- | --- | --- | --- | --- | --- | --- | --- |
| CN(CC(=O)Nc1ccccc1Br)C(=O)CNC(=O)Cc1cccc2ccccc12 | i | i | i | -0.9 | i | i | i | i | i | i | i |
| Cc1ccc(S(=O)(=O)N2CCCC2C(=O)NCc2ccncc2)cc1 (stereo not given) | i | i | i | 4.5 | i | i | i | i | i | i | i |

New compounds follow
SMILES	TRPC4 agonist	ANO1 block	TRPC6 inh	SKKanGAS inh	TRPC4 inh	MrgX1 antag	ANO1 activ	MrgX1 PAM	TRPC6 activator	MrgX1 ag	TRPC4 potent
CCc1ccccc1NC(=S)NN	i	i	i	0.0	i	i	nt	i	i	i	i
CCOC(=O)c1[nH]c(C)c(C(=O)NC(C)CC)c1C (stereo not given)	i	i	i	-1.4	i	i	i	i	i	i	i
CCc1ccc(OCC(=O)NC(=S)Nc2ccc(C)cc2C)c(Br)c1	i	i	i	7.9	i	i	i	i	i	i	i
Cc1ccc(-c2csc3ncn(CC(N)=O)c(=O)c23)cc1C	i	i	i	-5.8	i	i	i	i	i	i	i
COC(=O)CCCC(=O)N1CCC(CCC(=O)NCc2ccc(F)cc2)CC1	i	i	i	0.3	i	i	i	i	i	i	i
COc1cc(/C=N/NC(=O)CNS(=O)(=O)c2ccc(C)cc2)cc(OC)c1OC	i	i	i	-3.6	i	i	i	i	i	i	i
COc1ccccc1CNC(=O)C(=O)NCC1OCCN1S(=O)(=O)c1ccc(Br)cc1 (stereo not given)	i	i	i	12.4	i	i	i	i	i	i	i
Cc1c(C)c2c(OCC(=O)N3CCC(C(N)=O)CC3)cc3c(c2oc1=O)CCC(C)(C)O3	i	i	i	1.7	i	i	i	i	i	i	i
COc1ccc(C2C(C#N)=C(N)N(c3sc4c(c3C#N)CCCC4)C3=C2C(=O)CC(C)(C)C3)cc1OC (stereo not given)	i	i	i	8.8	i	i	i	i	i	i	i
COc1cc(C=Nc2cccc(C)c2)c(O)c([N+](=O)[O-])c1	i	i	i	3.5	i	i	i	i	i	i	i
O=C(CCn1c(=O)c2sccc2n(CC(=O)OCc2ccccc2)c1=O)NCc1ccco1	i	i	i	-4.0	i	i	i	i	i	i	i
CC(=O)Nc1ccc(NC(=O)[C@@H](NC(=O)N2C[C@H]3C[C@@H](C2)c2cccc(=O)n2C3)C(C)C)cc1	i	i	i	1.7	i	i	i	i	i	i	i
COc1ccc(CCN2CN(S(=O)(=O)c3ccc(OC)cc3)c3nc4ccccc4nc32)cc1	i	i	i	10.5	i	i	i	i	i	i	i
Cc1ccccc1Cn1cc(NC(=O)COc2ccccc2)cn1	i	i	i	-5.2	i	i	i	i	i	i	i
c1ccc(COc2ccc(OCCn3cncn3)cc2)cc1	i	i	i	3.9	i	-5.95*	i	i	i	i	i
Nc1cc(-c2cccc(Br)c2)nn1Cc1ccccc1	i	i	i	-13.1	i	i	i	i	i	i	i
O=C(Cn1nc(-c2ccccc2)c2ccccc2c1=O)Nc1cccc(O)c1	i	i	i	2.4	i	i	i	i	i	i	i
Cc1nn(CC(=O)NCc2ccco2)c(C)c1[N+](=O)[O-]	i	i	i	2.8	i	i	i	i	i	i	i
Cc1cc(OCCSc2nnc(-c3cccs3)n2C)ccc1Cl	i	i	i	-14.3	i	i	i	i	i	i	i
CC(=O)N(Cc1ccccc1)c1ncc2c(n1)c(=O)c(C#N)c1ccccn12	i	25*	i	-7.4	i	i	i	i	i	i	i
COc1ccc(CCCc2nnc(SCC(=O)Nc3ccccc3F)o2)cc1	i	i	i	-3.9	i	i	i	i	i	i	i
CC1CCN(C(c2cccs2)c2nnnn2Cc2ccccc2)CC1 (stereo not given)	i	i	i	3.9	i	i	i	i	i	i	i
CN(C)Cc1nnnn1-c1cccc(-n2nnnc2CN(C)C)c1	i	i	i	-1.6	i	i	i	i	i	i	i
CC(=O)Nc1ccc(S(=O)(=O)NCc2cn3ccsc3n2)cc1	i	i	i	-4.9	i	i	i	i	i	i	i
CC(C)(C)n1ncc2c(=O)n(CC(=O)NCCc3ccccc3)cnc21	i	i	i	-12.8	nt	i	i	i	i	i	i
CC(=O)c1cnc(N2CCCCC2)nc1C	i	i	i	3.9	i	i	i	i	i	i	i
COC(=O)c1ccccc1NC(=O)Nc1cccnc1	i	i	i	4.0	i	i	i	i	i	i	i
COc1ccc(C)cc1NC(=O)CN(c1ccccc1F)S(C)(=O)=O	i	i	i	-4.5	i	i	i	i	i	i	i
O=C(NCc1ccc(Cl)cc1)C1CCN(S(=O)(=O)c2cccs2)CC1	i	i	i	15.9	i	i	i	i	i	i	i
Cc1onc(-c2ccccc2)c1C(=O)N1CCN(c2ccccn2)CC1	i	i	i	0.0	i	i	i	i	i	i	i
COc1cccc(NC(=O)C2CCN(S(=O)(=O)c3ccc4[nH]c(=O)oc4c3)CC2)c1	i	i	i	8.9	i	i	i	i	i	i	i
CCN1CCN(c2cc(C)c3cc(NC(=S)N4CCN(c5ccccc5)CC4)ccc3n2)CC1	i	i	i	-7.8	i	i	i	i	i	i	i
COc1ccc(Nc2cc(C)c3ccc(O)cc3n2)cc1	i	i	i	-3.3	i	i	i	i	i	i	i
CSc1nsc(SC)c1NC(=O)OCc1ccccc1	i	i	i	-4.6	i	i	i	i	i	i	i
CSc1nc(C)c(Cc2ccccc2)c(=O)[nH]1	i	i	i	5.7	i	i	i	i	i	i	i
CC1CCC(C(=O)NC(C(=O)N2CCc3ccccc3C2)C(C)C)CC1 (stereo not given)	i	i	i	-14.2	i	i	i	i	i	i	i
Cc1cccc(NS(=O)(=O)c2cc3c(cc2C)NC(=O)CO3)c1	i	i	i	-4.6	i	i	i	i	i	i	i
Cc1cc([N+](=O)[O-])nn1CC(=O)Nc1cc(F)ccc1F	i	i	i	-3.4	i	i	i	i	i	i	i
COC(=O)CNC(=O)c1cn(CC(C)C)c(=O)c2cc(OC)c(OC)cc12	i	i	i	-1.9	i	i	i	i	i	i	i
Cc1cc(Nc2cc(Cl)nc(Sc3ccc(NC(=O)C4CC4)cc3)n2)n[nH]1	i	i	i	31.2	i	i	i	i	i	i	i
CC(C)Nc1nnc(SC(C)C(=O)N(C)C2CCCCC2)s1 (stereo not given)	i	i	i	-4.1	i	i	i	i	i	i	i
COc1c(Br)cc(Br)cc1C(=O)Nc1ccccc1N1CCCC1	i	i	i	27.3	i	i	i	i	i	i	i
Cc1ccc(CNC(=O)CC(C)S(=O)(=O)c2ccc3c(c2)NC(=O)C(C)S3)cc1 (stereo not given)	i	25*	i	-2.0	i	i	i	i	i	i	i
O=C(CC1C(=O)NCCN1Cc1c(F)cccc1Cl)NC1CCCCCC1 (stereo not given)	i	i	i	13.3	i	i	i	i	i	i	i
COC(=O)CSC1=C(C#N)C(c2ccc(Cl)cc2)C(C(=O)OC)C(=O)N1 (stereo not given)	i	i	i	-5.1	i	i	nt	i	i	i	i
NS(=O)(=O)c1cccc(NC(=O)c2cc(-c3cccs3)nc3ccccc23)c1	i	i	i	2.6	i	i	i	i	i	i	i
O=C(O)CCC(=O)N1N=C(c2cccs2)CC1c1cccc([N+](=O)[O-])c1 (stereo not given)	i	i	i	6.0	i	i	i	i	i	i	i
O=C(Nc1ccc2c(c1)C(=O)NC2=O)c1cc(Cl)ccc1Cl	i	i	i	-2.9	i	i	i	i	i	i	i
CC(CP(=O)(O)O)NC(=O)Cc1ccccc1 (stereo not given)	i	i	i	-0.3	i	i	i	i	i	i	i
CCCn1c(=N)n(CC(=O)c2ccc(Cl)c(Cl)c2)c2ccccc21	i	i	i	2.8	i	i	i	i	i	i	i
COc1ccc(C2C(C#N)=C(N)N(Nc3ccccc3)C3=C2C(=O)CC(C)(C)C3)cc1C (stereo not given)	i	i	i	4.7	i	i	i	i	i	i	i
COCCNC(=S)N/N=C/c1ccc(OCc2ccc(C(=O)OC)cc2)c(OC)c1	i	i	i	3.2	i	-4.89*	nt	i	i	i	i
Cc1ccc(/C=N/n2nnnc2N)cc1[N+](=O)[O-]	i	i	i	-2.3	i	i	i	i	i	i	i
